SENP6 block: SENP6 protease inhibition. Q9GZR1. 1.8% of 330,000 active. inhibition, % at 10 µM. Recombinant SENP6 catalytic domain, aminoluciferin luminescence. AID 2599;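 active = inhibition above about 50% at the single tested dose, limit read from the data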;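 also: plate controls were DMSO wells with enzyme for no effect and DMSO wells lacking enzyme for full effect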
Target sequence (Q9GZR1 628-1112 limits assumed): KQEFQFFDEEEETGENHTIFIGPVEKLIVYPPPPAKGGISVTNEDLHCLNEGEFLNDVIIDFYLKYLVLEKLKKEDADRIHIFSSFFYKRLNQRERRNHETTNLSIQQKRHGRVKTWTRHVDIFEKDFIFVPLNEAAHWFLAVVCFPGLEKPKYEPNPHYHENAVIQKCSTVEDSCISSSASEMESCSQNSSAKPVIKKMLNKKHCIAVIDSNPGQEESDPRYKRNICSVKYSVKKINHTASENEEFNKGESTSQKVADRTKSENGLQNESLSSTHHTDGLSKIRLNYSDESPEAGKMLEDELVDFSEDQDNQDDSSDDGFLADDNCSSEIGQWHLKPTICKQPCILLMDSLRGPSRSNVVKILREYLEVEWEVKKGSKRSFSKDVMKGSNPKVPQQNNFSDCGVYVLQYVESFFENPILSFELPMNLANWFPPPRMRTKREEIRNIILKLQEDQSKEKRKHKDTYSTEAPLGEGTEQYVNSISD
Apaf1 inhib: inhibitors of human Apaf-1 apoptosome. O14727. reconstituted apoptosome caspase-3 activity, DEVD-Rh110 fluorescence. inhibition, % at 20 µM. 0.71% of 330,000 active. AID 489030; active = inhibition of at least 40% at 20 µM;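 also: plate controls were DMSO wells for no effect and DEVD-CHO caspase inhibitor wells for full effect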
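Material: reconstituted apoptosome with Apaf-1, cytochrome c, caspase-9, procaspase-3, dATP. Technique: Rh110 fluorescence intensity. Buffer or medium: pH 7.5 Hepes buffer with CHAPS, BSA, DTT. Times: 30 min plus 50 min, RT.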
SENP1 FRET inh: blocks the human SENP1 SUMO protease catalytic domain. Q9P0U3. recombinant SENP1 catalytic domain, CyPet-SUMO1-YPet FRET cleavage. inhibition, % at 10 µM. 0.21% of 360,000 active;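 active = inhibition at least 30% at 10 µM, raw YFP signal under a set limit, fluorescence ratio 0.5 to 1.5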;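 also: 0% = enzyme with DMSO and 100% = no enzyme wells; some results filed as inactive read as strong as hits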
Target sequence (Q9P0U3 419-644 limits assumed): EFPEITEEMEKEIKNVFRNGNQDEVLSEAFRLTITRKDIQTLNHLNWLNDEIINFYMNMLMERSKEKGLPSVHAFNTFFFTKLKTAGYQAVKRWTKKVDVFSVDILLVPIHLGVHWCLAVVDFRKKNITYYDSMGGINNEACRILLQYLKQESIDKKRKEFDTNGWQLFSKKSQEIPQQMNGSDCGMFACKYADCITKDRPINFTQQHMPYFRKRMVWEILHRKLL
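Test system: human SENP1 catalytic domain; medium: Tris pH 8 buffer plus EDTA, NaCl, BME, BSA, NP40, catalase; incubation: 50 min reaction at room temperature; technique: FRET, CFP and YFP emission; controls: no-enzyme low control and enzyme-plus-DMSO high control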
NALP3 yeast inh: NALP3 inhibition in yeast; inhibition, % at 10 µM; 0.39% of 330,000 active; Yeast reconstituted NLRP3/ASC/caspase-1, beta-gal luminescence, 24 h;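 active = inhibition of 50% or more; inactive = inhibition below 50%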;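 also: plate controls were induced DMSO wells for no effect and uninduced yeast grown without galactose for full effect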
SENP8 block-1: blocks the human protease SENP8. purified SENP8, Z-RLRGG-aminoluciferin cleavage, luminescence. inhibition, % at 10 µM. 1.2% of 330,000 active. AID 2540; in the data active = inhibition above about 50%
Target sequence (Q96LD8 whole entry, looked up): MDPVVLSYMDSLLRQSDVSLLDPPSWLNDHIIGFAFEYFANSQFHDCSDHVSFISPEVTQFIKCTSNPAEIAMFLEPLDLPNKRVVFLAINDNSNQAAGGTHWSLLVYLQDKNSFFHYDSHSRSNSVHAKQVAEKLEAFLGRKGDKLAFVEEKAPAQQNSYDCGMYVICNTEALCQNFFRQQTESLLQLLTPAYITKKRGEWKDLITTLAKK
HKDC1 inhibitor: blocks human hexokinase HKDC1 activity. Q2TB90. recombinant HKDC1, G6PDH/diaphorase resazurin coupled fluorescence. inhibition, % at 20 µM. 0.16% of 340,000 active. AID 493160;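 active = inhibition above about 35% when tested at 20 µM, limit read from the data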;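 also: plate controls were DMSO wells with enzyme for no effect and DMSO wells lacking enzyme for full effect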
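Material – in-house recombinant HK5 (HKDC1) enzyme · Quantity – HKDC1 at 5 µg/mL · Buffer or medium – pH 8.0 Tris buffer with 10 mM MgCl2 · Reagent – glucose with 1 mM ATP · Dosing – single 20 µM dose · Times – reaction time 90 min, room temperature, protected from light · Technique – resorufin fluorescence at 613 nm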
SENP8 block-2: SENP8 (human) protease inhibition. Q96LD8. recombinant SENP8, Nedd8 substrate fluorescence. inhibition, % at 20 µM. 0.64% of 360,000 active. AID 602440; in the data active = inhibition mostly above about 40%, no sharp cut-off; inactive = mostly below about 27%
SENP7 inh: blocks the human protease SENP7 | inhibition, % at 5 µM | Q9BQF6 | recombinant SENP7, Z-RLRGG-aminoluciferin luminescence, 40 min | 1.5% of 330,000 active;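 active = inhibition above about 50% at the single test dose, limit read from the data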;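 also: plate controls were DMSO with enzyme for no effect and no enzyme buffer wells for full effect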
PfG6PD inh: PfG6PD (Plasmodium falciparum) enzyme inhibition | PfGluPho enzyme, NADPH resazurin-diaphorase fluorescence | inhibition, % at 20 µM | 0.78% of 350,000 active;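 active = inhibition reaching at least a set limit at 20 µM in the primary screen, cut at about 59% in these data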;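 also: 0% = DMSO wells with substrate and 100% = DMSO wells lacking glucose-6-phosphate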
An asterisk follows results filed as active; / = no result given. Rows are unselected; overall some 4.1% were active at least once.

SMILES,SENP7 inh,PfG6PD inh,SENP8 block-2,HKDC1 inhibitor,SENP8 block-1,SENP1 FRET inh,SENP6 block,Apaf1 inhib,NALP3 yeast inh
COc1ccc(-c2cc(C(F)(F)F)nc(NC3CCCC3)n2)cc1OC,-3,27,-258,7,4,2,-3,18,13
O=C(CCNC(=O)c1ccccc1)NC1CCCc2ccccc21 (stereo not given),3,5,18,-2,-7,0,-10,5,20
Cc1ccc(NC(=O)CSc2ccc(-c3ccccn3)nn2)c(C)c1,-4,6,10,2,-18,0,-16,4,24
COc1cc(C2=NOC(C(=O)NC3CCCCC3)C2)cc(OC)c1OC (stereo not given),-7,-6,13,-10,4,1,-6,3,7
CC(C)OCCCn1c(=O)c2ccccc2n2c(CCC(=O)N3CCN(c4ccccn4)CC3)nnc12,0,-3,2,3,5,0,4,5,3
O=[N+]([O-])c1cc(-c2ccc(/C=N\n3cnnc3)o2)cc([N+](=O)[O-])c1,3,15,38,6,5,0,3,8,15
Cc1cc(Br)cc(Cl)c1OC(=O)c1ccncc1,-4,-5,16,-2,-11,-1,-20,8,-8
Cc1ccc(-c2ccc(=O)n(CC(=O)NCCN(C)C)n2)cc1,3,8,-24,-7,-1,0,-25,-28,2
COCCN(C(=O)COC(=O)CCCOc1ccc(OC)cc1)c1c(N)n(Cc2ccccc2)c(=O)[nH]c1=O,-5,13,-1,-8,7,1,-15,-2,13
CC(C)(C)C(=O)N1CCN(c2c(Cl)cccc2[N+](=O)[O-])CC1,-1,-18,19,-5,0,3,-6,-3,28
CCc1nnc(N/N=C/c2ccc(N3CCC(C)CC3)c([N+](=O)[O-])c2)n1N,19,52,62*,6,0,2,-17,8,22
CC(=O)Nc1ccc(-n2c(=O)c3ccccc3c3ccccc3c2=O)cc1,1,-2,0,-11,-8,2,-1,-23,-6
Cn1c(=O)n(CC(=O)O)c(=O)c2c1nc1n2CCCN1CCc1ccccc1,-1,1,2,-7,2,2,-8,-4,14
CCCC(C(=O)NC1CCCC1)N(CC1CCCO1)C(=O)CNS(=O)(=O)c1ccccc1 (stereo not given),-11,2,17,-6,-13,-1,-12,6,5
CCOC(=O)c1cnc2c(ccc3ccccc32)c1NCCCN(C)C,-3,24,-294,3,4,-2,12,10,25
CC1CNC(=S)N(c2ccccc2)C1=O (stereo not given),/,-5,-2,0,/,3,/,/,/
Cc1cccc(NC(=S)NC2CC3CCC(C2)N3Cc2ccco2)c1 (stereo not given),-8,-9,7,4,-1,-1,-16,-3,7
CN1C2=NCCN2C(=O)c2ccccc21,1,-6,-8,15,4,2,-11,-8,1
COC(=O)CSc1nccc(-c2ccc(F)cc2)c1C#N,0,-21,-2,-3,1,0,-5,-3,2
O=S(=O)(c1cccc2nsnc12)N1CCN(c2ccc(F)cc2)CC1,3,-8,7,-3,-1,-1,-7,13,26
O=C(CN1CC(c2ccccc2)CC1=O)OCc1cccc(Br)c1 (stereo not given),12,-6,12,-8,-2,1,-13,6,6
CC(C)CC(=O)N1CCN(Cc2ccccc2Cl)CC1,-10,-5,18,-7,-4,0,2,4,3
CCC(C)[C@H](NC(=O)c1cc2cc(Cl)ccc2n1C)C(=O)N1CCC[C@H]1C(=O)O (stereo not given in full),-1,-9,5,2,-8,3,-3,11,-1
Cc1ccccc1CC(=O)N1CCCC(CNC(=O)c2ccc(F)cc2)C1 (stereo not given),8,12,14,-2,-2,1,-2,-7,-4
O=C(N/N=C/c1ccccn1)c1ccc(NC(=O)c2ccc(F)cc2)cc1,3,-13,-6,0,3,-4,-19,14,15
CCc1ccccc1NC(=O)CSc1nc2n[nH]c(C)c2c(=N)n1-c1cccc(OC)c1,6,-3,-9,-1,2,-1,-10,-5,-7
CCN(CC)S(=O)(=O)c1ccc(Cl)c(C(=O)NNC(=O)c2csc(N3CCOCC3)n2)c1,/,-19,-1,-3,/,0,/,/,/
C/C(=N/NC(=O)COc1ccc(C(C)(C)C)cc1)c1ccc(N2CCOCC2)cc1,/,3,-149,-3,/,1,/,/,/
CCOC(=O)Cc1csc(SC(C)C(=O)NCC(=O)Nc2ccc(F)c(F)c2F)n1 (stereo not given),4,-3,8,-2,-11,-2,-5,4,7
CC(=O)c1c(C)[nH]c(C(=O)OCc2nnc(-c3ccc([N+](=O)[O-])cc3)o2)c1C,7,-20,10,4,16,1,-2,-5,4

Going on with the list:
SMILES,SENP7 inh,PfG6PD inh,SENP8 block-2,HKDC1 inhibitor,SENP8 block-1,SENP1 FRET inh,SENP6 block,Apaf1 inhib,NALP3 yeast inh
COc1cc([C@H]2c3c(cc(OC)c(O)c3OC)C[C@@H](CO)[C@@H]2CO[C@@H]2O[C@H](CO)[C@@H](O)[C@H](O)[C@H]2O)cc(OC)c1O,7,27,-3,2,-8,40*,-10,-5,1
O=C(NCCS(=O)(=O)N1CCN(c2ccccc2F)CC1)C1CC(=O)N(c2ccccc2)C1 (stereo not given),-3,-7,16,-7,3,-1,1,3,20
OCCC1CN(Cc2ccon2)CCN1Cc1ccccc1 (stereo not given),-3,-9,-36,1,2,-11,15,2,16
CCCC(=O)Nc1ccc(C(=O)NN2C(=O)c3ccccc3C2=O)cc1,2,-16,3,8,1,1,3,-1,8
COc1ccc(Oc2c(C)nc(SCC(=O)c3ccc(Cl)cc3)[nH]c2=O)cc1,4,-37,7,5,-1,0,0,-4,8
Cc1ccc(Nc2nc(N)c(C#N)c(CC#N)c2C#N)cc1,-2,3,-132,-5,-1,-5,0,-6,20
CCc1cc2cc(C(=O)Nc3ccccc3F)sc2s1,92*,5,8,-2,34,0,50*,-1,14
COc1cc(OC)cc(C(=O)Nc2cccc(-c3ccc(N4CCOCC4)nn3)c2)c1,-6,13,-29,7,-2,0,-6,10,19
CC(C)C(NC(=O)c1ccc(C(C)(C)C)cc1)C(=O)NCC1(N(C)C)CCCCC1 (stereo not given),-6,-2,19,2,-5,-1,-13,4,18
COc1ccc(N(CC(=O)Nc2ccccc2C(=O)N2CCCC2)S(C)(=O)=O)cc1,-10,-2,8,-6,-1,-1,5,3,12
COc1ccccc1CNC(=O)c1cc(C)nn1-c1ccccc1,5,-3,28,-4,2,1,21,-16,4
COc1ccc(S(=O)(=O)Nc2ccccc2C(=O)NC(C)(C)C)cc1OC,-3,-9,-16,-10,8,1,-3,-16,-6
CCN(CC)S(=O)(=O)c1ccc2c(c1)nc(CCC(=O)Nc1ccc3c(c1)OCO3)n2CC,-5,12,19,-6,-4,-43,1,20,7
Cc1ccccc1OC(C)C(=O)Nc1ccc2c(c1)OCCO2 (stereo not given),0,7,6,5,8,3,10,0,22
O=C(COC(=O)c1cn(-c2ccccc2)nc1-c1ccccc1)Nc1ncc(Cl)cc1Cl,6,-16,-25,0,1,1,-23,-2,-2
Cc1ccc(C)c(OCCC(=O)NNC(=O)c2cc(C)oc2C)c1,-6,-7,9,-1,8,-3,-4,-8,-2
CCOc1ccc(CCNC(=O)c2nnn(CC(=O)Nc3ccc(OC)cc3)c2N)cc1OCC,-9,6,7,0,-2,-4,-2,-7,1
CCOC(=O)CCSc1nc(C(C)(C)C)cc(C(F)(F)F)c1C#N,-17,25,-35,0,-4,0,-5,10,4
CCCCOC(=O)c1ccc(NC(=O)c2ccccc2OC)cc1,11,21,15,2,9,2,22,12,16
Cc1ccc(S(=O)(=O)NCc2ccccc2)cc1C(=O)N(C)CC(=O)Nc1ccccc1Br,/,7,7,-4,/,3,/,/,/
Cn1cc(C(=O)N/N=C/C(Br)=C/c2ccccc2)ccc1=O,-8,9,10,-8,-14,-1,-7,3,-1
CC1CC(C)(C)NC(=S)N1CCCC(=O)NCc1ccccc1 (stereo not given),-2,-4,14,0,3,0,-3,-24,1
Nc1ncnc2c1ncn2[C@@H]1O[C@H](CNC(=O)[C@@H]2C[C@H](F)CN2)[C@@H](O)[C@H]1O,-8,-8,11,12,/,2,/,2,/
NC(=O)c1ccc(NC(=O)c2cnc3ccccc3n2)cc1,-4,-16,-6,4,-9,-5,-15,-7,16
CC(=O)NCCc1ccc(C(=O)Cn2cnc3ccccc3c2=O)cc1,-1,1,2,-4,-5,0,-7,0,18
CCCOC(=O)c1sc2nc3c(cc2c1N)C(=O)CCC3,-8,4,30,1,-8,-53,3,2,9
COc1ccc(Nc2nc(-c3ccccc3)nc3ccccc23)cc1,-1,30,-78,1,1,4,-19,25,25
C=CCn1c(Cc2ccc(OC)cc2)nnc1SCC(N)=O,-5,4,8,-4,-1,1,-9,-3,1
COc1ccc(CC(=O)Nc2ccccc2C(C)=O)cc1S(=O)(=O)N1CCOCC1,-7,-7,-265,-1,-13,1,-7,10,7
O=S(=O)(c1ccc(Cl)cc1)N(CCCN1CCOCC1)Cc1cccs1,3,-5,4,-2,0,0,-10,6,16

Filtered by structure: the compounds so far with a furan ring, fused or not (three)
SMILES,SENP7 inh,PfG6PD inh,SENP8 block-2,HKDC1 inhibitor,SENP8 block-1,SENP1 FRET inh,SENP6 block,Apaf1 inhib,NALP3 yeast inh
O=[N+]([O-])c1cc(-c2ccc(/C=N\n3cnnc3)o2)cc([N+](=O)[O-])c1,3,15,38,6,5,0,3,8,15
Cc1cccc(NC(=S)NC2CC3CCC(C2)N3Cc2ccco2)c1 (stereo not given),-8,-9,7,4,-1,-1,-16,-3,7
Cc1ccc(C)c(OCCC(=O)NNC(=O)c2cc(C)oc2C)c1,-6,-7,9,-1,8,-3,-4,-8,-2

The listing continues:
SMILES,SENP7 inh,PfG6PD inh,SENP8 block-2,HKDC1 inhibitor,SENP8 block-1,SENP1 FRET inh,SENP6 block,Apaf1 inhib,NALP3 yeast inh
O=C(Cn1cnc2ccccc2c1=O)NCC(=O)N1CCN(c2ccccn2)CC1,4,-11,-6,-9,-3,2,-13,5,11
COc1ccc(NC(=O)C2CC(c3cc(OC)c(OC)c(OC)c3)=NO2)cc1OC (stereo not given),3,11,8,-6,8,-18,1,0,1
O=C(c1ccccc1F)N1CCN(C2CCC(c3ccccc3)CC2)CC1 (stereo not given),-14,-19,-4,-2,-13,1,-11,13,7
COc1ccc(CCN2C(=O)N(c3ccc(OC)cc3)C(=O)C2CC(=O)Nc2ccccc2)cc1 (stereo not given),1,12,7,0,-3,2,-7,6,5
CC(OC(=O)CCc1c[nH]c2ccccc12)C(=O)c1ccccc1 (stereo not given),-2,19,7,4,5,-1,-6,-15,13
CSc1nc2ccc(NC(=O)NC(=O)c3c(F)cccc3F)cc2s1,-1,0,-28,-3,-2,-15,-21,-12,-4
Cc1cccc(/N=C/c2c(O)cc(C)oc2=O)n1,5,-19,-4,-7,5,-4,7,-12,-13
NC(=O)C1CCN(C(=O)C2c3ccccc3C(=O)N3CCc4ccccc4C23)CC1 (stereo not given),-2,-10,-40,-11,-5,-19,-3,14,4
Fc1cccc2sc(Nc3nc4cc5c(cc4s3)OCO5)nc12,53*,-7,-449,13,-8,-39,7,2,19
CNC(=O)c1cc(S(=O)(=O)NC2CCCCCC2)ccc1C,-2,8,6,-3,3,-1,-11,4,13
COc1cc(N=c2c([N+](=O)[O-])nn(-c3ccc4c(c3)OCCO4)n2O)cc(OC)c1,1,28,-1,0,-5,1,-1,0,3
